Screening data as filed in PubChem BioAssay.
14-3-3g Raf: alters human 14-3-3 gamma binding to Raf peptide; P61981; 160,000 compounds, 0.19% hits; inhibition, % at 40 µM; FP, 14-3-3gamma / TMR-pS259-Raf peptide binding; in the data active means inhibition above about 30%;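 further: 0% = protein plus tracer without compound and 100% = blank with tracer alone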
Target sequence (P61981 whole entry, looked up): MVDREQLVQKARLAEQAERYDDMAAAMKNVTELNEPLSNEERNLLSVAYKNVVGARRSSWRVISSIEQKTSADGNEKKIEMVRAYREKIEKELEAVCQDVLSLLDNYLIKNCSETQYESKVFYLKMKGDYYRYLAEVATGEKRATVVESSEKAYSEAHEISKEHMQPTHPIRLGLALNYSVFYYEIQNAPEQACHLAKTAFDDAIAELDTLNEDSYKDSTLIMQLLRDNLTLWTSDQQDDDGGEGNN
Starred values were filed as active, the others as inactive. A portion of the library; count on the stated rates, not on these rows.

14-3-3g Raf	compound
-40	O=C(Nc1sc2c(c1C(=O)Nc1ccccc1)CCCCC2)c1ccncc1
-3	COc1cc(-c2nnc(-c3ccc(S(=O)(=O)c4ccccc4)cc3)o2)cc(OC)c1OC
-8	COc1cc2c(cc1OC)C(C)=NC1(CCCCC1)C2
-5	CC(C)(C)NS(=O)(=O)c1ccc2nc(NC(=O)Cc3cccs3)sc2c1
-4	O=C(Nc1c(Cl)cccc1Cl)C1CCC1
-133	O=C(O)c1ccc2c(c1)C1C=CCC1C(c1cccc(F)c1)N2 (stereo unspecified)
-3	O=C(CC(SCCO)c1ccc(F)cc1)c1ccco1 (stereo unspecified)
1	O=C(Cn1nnc(-c2cccc(C(F)(F)F)c2)n1)NC1CCCC1
-16	COC(=O)c1ccc(C(=O)OC)c(NC(=O)c2ccc([N+](=O)[O-])o2)c1
-5	NC(=O)c1ccsc1NC(=O)c1ccc(S(=O)(=O)N2CCCCC2)cc1
2	COC(=O)c1ccc(C(=O)Nc2nc3ccc(NC(=O)C4CCCCC4)cc3s2)cc1
4	CN(C)S(=O)(=O)N1CCCc2ccccc21
-5	COc1ccc2ccccc2c1C1Nc2ccccc2-c2nnc(SC)nc2O1 (stereo unspecified)
-2	CCOc1ccc(/C(O)=C2\C(=O)C(=O)N(Cc3cccnc3)C2c2ccc(N(C)C)cc2)c(C)c1 (stereo unspecified)
-2	CC(NC(=O)c1c[nH]c2ccc(S(=O)(=O)Nc3cccc(C(F)(F)F)c3)cc2c1=O)c1ccccc1 (stereo unspecified)

Next section, overlapping the part above by seven compounds.
14-3-3g Raf	compound
-16	COC(=O)c1ccc(C(=O)OC)c(NC(=O)c2ccc([N+](=O)[O-])o2)c1
-5	NC(=O)c1ccsc1NC(=O)c1ccc(S(=O)(=O)N2CCCCC2)cc1
2	COC(=O)c1ccc(C(=O)Nc2nc3ccc(NC(=O)C4CCCCC4)cc3s2)cc1
4	CN(C)S(=O)(=O)N1CCCc2ccccc21
-5	COc1ccc2ccccc2c1C1Nc2ccccc2-c2nnc(SC)nc2O1 (stereo unspecified)
-2	CCOc1ccc(/C(O)=C2\C(=O)C(=O)N(Cc3cccnc3)C2c2ccc(N(C)C)cc2)c(C)c1 (stereo unspecified)
-2	CC(NC(=O)c1c[nH]c2ccc(S(=O)(=O)Nc3cccc(C(F)(F)F)c3)cc2c1=O)c1ccccc1 (stereo unspecified)
-5	COc1ccc(C(=O)N2CCC(C(=O)Nc3ccc4c(c3)OCCO4)CC2)cc1
-18	Clc1ccc(-c2ncc(-c3ccccc3)o2)cc1
-8	CCOc1cccc2cc(-c3nnc(NCc4ccco4)s3)c(=O)oc12
4	CCCCNC(=O)c1cccc(N2CCCC2=O)c1
-8	O=C(c1cccc2ccccc12)N1CCN=C1SCc1cccnc1
3	Cc1cccc(C)c1NC(=O)CCC(=O)O
-10	COc1ccc(C(=O)c2ccc([N+](=O)[O-])cc2)cc1
-2	CCCCn1c(NCc2ccc(OC)cc2O)nc2ccccc21
-6	COc1ccccc1-n1c(=O)oc2ccc(Cl)cc2c1=O
-9	O=C(Cn1cccc1)N1CCN(C(c2ccccc2)c2ccccc2)CC1
-3	COc1ccc(COC(=O)C2=C(C)NC(=O)NC2c2ccc(OC)c(OC)c2)cc1 (stereo unspecified)
-3	Cc1cc(C)nc(Sc2nc(C)nc3c2oc2ccccc23)n1
-3	CN(C)c1nc(OCC(=O)NC(C)(C)C)nc(N(C)C)n1
-1	CC1CCN(S(=O)(=O)c2ccc3nc(-c4cccnc4)cc(C(=O)NCc4ccc5c(c4)OCO5)c3c2)CC1
-9	CCOc1ccccc1C1C(C(=O)Nc2ccc(OC)cc2)=C(C)Nc2ncnn21 (stereo unspecified)

Next structures follow:
14-3-3g Raf	compound
4	CCCC(=O)N1c2ccccc2NC2=C(C(=O)CCC2)C1c1ccc(N(CC)CC)cc1 (stereo unspecified)
-5	COc1ccc2nc3sc(C(=O)Nc4ccc(F)cc4)cc3cc2c1
-2	C=CCOc1ccc(C2C3=C(CC(C)(C)CC3=O)N(CC)C3=C2C(=O)CC(C)(C)C3)cc1
-6	Cc1cccc(NC(=O)C2CCCN(C(=O)Nc3ccccc3)C2)c1C (stereo unspecified)
-7	COc1cccc(C(=O)N(Cc2ccco2)Cc2cc3cccc(C)c3[nH]c2=O)c1
-7	O=c1c(Oc2ccccc2Br)c(C(F)(F)F)oc2c(CN3CCCCCC3)c(O)ccc12
-5	COc1ccccc1CNC(=O)C1CCN(S(C)(=O)=O)CC1
-2	COC(=O)CCCCC1SCC(NC(=O)OC)C1NC(=O)OC (stereo unspecified)
-4	CCc1ccc(-c2nc(CN3CCCC(C(=O)NCCc4ccc(OC)c(OC)c4)C3)c(C)o2)cc1 (stereo unspecified)
-14	NS(=O)(=O)c1ccc(NC2=C(Cl)C(=O)N(Cc3ccccc3)C2=O)cc1
-15	O=C(Nc1ccc(NC(=O)c2ccc3c(c2)OCCO3)cc1)c1ccc(Br)cc1
1	CCc1cccc(NC(=O)C2c3ccccc3C(=O)N3CCc4cc(OC)c(OC)cc4C23)c1 (stereo unspecified)
-5	COc1ccc(NC(=O)CSc2nc3c(c(=O)[nH]2)CCC3)cc1OC
-6	CCOC(=O)C1=CN(C(C)C)C=C(C(=O)OCC)C1c1cccc(O)c1
-5	Cc1cc(C)c(S(=O)(=O)Nc2ccccc2C)c(C)c1

(listing goes on)
14-3-3g Raf	compound
1	CC(=O)c1cccc(NC(=O)c2ccc(NS(C)(=O)=O)cc2)c1
0	Cc1nn(Cc2ccc(Cl)cc2)c(C)c1NC(=O)c1noc2c1CC(C(C)(C)C)CC2 (stereo unspecified)
-3	O=C1CC(c2ccccc2)n2nc(NS(=O)(=O)c3ccccc3)nc2N1 (stereo unspecified)
-6	COc1cc(C=Cc2ccc3cccc(OC(C)=O)c3n2)ccc1OC(C)=O
-10	Cc1ccc(NC(=O)CN2CCN(C3c4ccccc4-c4ccccc43)CC2)cc1F
11	CC1(c2ccc(Cl)cc2)CC(C)(C)N(C(=O)c2cccnc2)c2ccccc21 (stereo unspecified)
-34	Cc1cccc(N2C(=O)C(Cl)=C(N3CCOCC3)C2=O)c1C
-32	Cc1sc(N)c(C#N)c1C
-19	COc1cc(OC)cc(C(=O)Nc2ccc3c(c2)oc2ccccc23)c1
-9	CC(=O)N1CCc2cc(Br)cc(S(=O)(=O)CCC(=O)N3CCOCC3)c21
-6	COc1cccc(Cn2nnc3c(=O)[nH]c(C4CCCN(C(=O)c5ccccc5Cl)C4)nc32)c1 (stereo unspecified)
-6	CC(C(=O)OCC(=O)c1ccc(F)cc1)N1C(=O)C2C3C=CC(C3)C2C1=O (stereo unspecified)
0	Clc1ccccc1C1CC(c2cccs2)Nc2nnnn21 (stereo unspecified)
4	COC(=O)Cn1c(C)nc2sc(C)c(C)c2c1=O
10	Cc1ccc(C)c(CN2C(=O)C(C(C)C(=O)NCc3ccco3)Sc3ccccc32)c1 (stereo unspecified)

Next section
14-3-3g Raf	compound
7	CC12CC(NC(=O)N1c1ccc(Br)cc1)c1ccccc1O2 (stereo unspecified)
3	CCCC(=O)N1CCN(S(=O)(=O)c2ccc(Cl)cc2)CC1
5	COc1ccc(NC(NC(=O)c2ccc(C)cc2)(C(F)(F)F)C(F)(F)F)c(OC)c1
-51	O=C1c2cccc3c(N4CCCCC4)ccc(c23)C(=O)N1CCCOC(=O)C12CC3CC(CC(C3)C1)C2
-5	O=C(Nc1ccc2c(c1)OCCO2)c1cnc2ccccn2c1=O
-12	O=c1oc(-c2cc([N+](=O)[O-])ccc2Cl)nc2ccc(I)cc12
12	COc1ccc(-c2noc(-c3ccccc3Cl)n2)cc1OC
0	COC(=O)CCSc1nccn1Cc1ccccc1
-4	COC(=O)CSc1nc(C(C)C)nc2ccccc12
5	O=C(Cn1c(-c2ccc(Cl)cc2)noc1=O)N1CCN(c2ccccc2F)CC1
-2	COc1ccc(C2CC(=O)C3=C(C2)Nc2ccc(C)cc2N(C(C)=O)C3c2cccs2)cc1 (stereo unspecified)
-7	COC(=O)c1cc(NC(=O)c2cc3cc([N+](=O)[O-])ccc3oc2=O)cc(C(=O)OC)c1
-8	COc1cccc2sc(=NC(=O)c3ccc(C(C)(C)C)cc3)n(C)c12
2	O=C(O)CCCC(=O)NCCCCc1ccccc1
-1	CCC(C)(C)NC(=O)C(c1cccn1C)N(C(=O)Cn1nnc2ccccc21)c1ccc(F)cc1 (stereo unspecified)

Additional compounds follow.
14-3-3g Raf	compound
5	CCN1C(=O)C(C(=O)N(Cc2ccccc2)Cc2ccccc2)C2CC1(C)Oc1ccccc12 (stereo unspecified)
3	CC(=O)Oc1ccccc1C(=O)NCCc1ccccc1
1	CCOC(=O)CNC(=O)c1cnn2cccnc12
-1	Cc1cc(OCC(=O)NCc2nc(-c3ccccc3)no2)c(C)cc1Br
-4	O=C(Nc1ccccc1C(=O)Nc1ccccc1)c1cccc(S(=O)(=O)N2CCOCC2)c1
-5	CC(=O)NCC(=O)N(c1ccccc1)C1(C(=O)NC2CCCCC2)CCCCC1
5	CC(=O)N/C(=N\c1nc(C)cc(C)n1)Nc1cccc(C)c1
-3	COc1ccccc1-n1c(SCC(=O)N2CCCCC2)nnc1-c1ccccc1O
-4	Cc1c(Cl)c([N+](=O)[O-])nn1CCCC(=O)Nc1cc(Cl)ccc1O
-14	CN(C(=O)c1ccc2c(=O)n3c(nc2c1)CCCCC3)c1ccccc1
7	COc1ccc(C2(C(=O)Nc3ccc(C(=O)N4CCOCC4)cc3)CCOCC2)cc1
4	Cc1cc(C)nc(N2CC(=O)N(C)C2=N)n1
0	Cc1ccc(N2C(=O)C3C4c5ccccc5C(CO)(c5ccccc54)C3C2=O)c(C)c1 (stereo unspecified)
0	O=C(O)C1CSC2(c3ccc4c(c3)OCCO4)CCC(=O)N12 (stereo unspecified)
-23	Cc1noc(NS(=O)(=O)c2ccc(NC(=O)c3ccc(N4C(=O)c5ccccc5C4=O)cc3)cc2)c1C

Carrying on:
14-3-3g Raf	compound
2	COc1ccc(NC(=O)CSC2=Nc3ccccc3C3=NC(C(C)C)C(=O)N23)c(OC)c1 (stereo unspecified)
-2	Cc1ccc(C(C)C)c(OCC(=O)Nc2nccs2)c1
-19	CCN(CC)c1ccc2cc(C(=O)Nc3cc(Cl)ccc3OC)c(=O)oc2c1
4	O=C1c2cccc([N+](=O)[O-])c2C(=O)N1c1ccccn1
-13	Cc1ccc(Nc2c(-c3ccsc3)nc3cnccn23)cc1
-4	CCCNS(=O)(=O)c1ccc(F)c(C(=O)Nc2c(C)cccc2C)c1
-9	O=C(COc1ccc(N2C(=O)C3C4C=CC(C5CC45)C3C2=O)cc1)c1ccc(F)cc1 (stereo unspecified)
-1	CC1(C)CC(=O)C=C(Nc2ccc(S(N)(=O)=O)cc2)C1
4	Cc1sc2ncn(CC(=O)NC3CCCCCC3)c(=O)c2c1S(=O)(=O)N1CC(C)CC(C)C1 (stereo unspecified)
1	CNc1csc(C)c(C)c1=O
16	O=C(O)CN1C(=O)CSc2ccc(S(=O)(=O)N3CCCC3)cc21
-4	Cc1cccc(N2CCN(C(=O)c3ccc4nc5ccccc5c(=O)n4c3)CC2)c1C
3	CSCCC(NC(=O)C1CCC(C)CC1)C(=O)NCCN1CCOCC1 (stereo unspecified)
0	CCCOc1ccc(C2C3=C(CCCC3=O)OC3=C2C(=O)CCC3)cc1
-20	Cn1nccc1C(=O)N1CCCc2ccccc21

New compounds follow
14-3-3g Raf	compound
6	O=S(=O)(Nc1ccc(N2CCCCC2)cc1)c1cccc2cccnc12
10	O=C(Nc1cccc2ccccc12)c1ccc2c(c1)C(=O)N(c1cccc3ccccc13)C2=O
-16	Cc1cccc(N2CC(C)Cn3c2nc2c3c(=O)n(CC(=O)OCc3ccccc3)c(=O)n2C)c1 (stereo unspecified)
1	Cc1cc(C)c(S(=O)(=O)Nc2cccc([N+](=O)[O-])c2)c(C)c1
-2	COc1ccc(-c2nnc(SCC(=O)N3CCCc4ccccc43)o2)cc1
-6	N=c1nc(SCCC(=O)O)ss1
-3	CCS(=O)(=O)c1ccc2oc(SCC(=O)NCCC3=CCCCC3)nc2c1
-6	COc1cc(OC)c(OC)cc1CN1CCCC(C(=O)N2CCCCC2)C1 (stereo unspecified)
-5	Cc1cc(N2CCCCC2)nc2ccc(N3C(=O)CCC3=O)cc12
-4	CC12C(=O)N(c3ccc(Cl)cc3)C(=O)C1C1C=CC2C1 (stereo unspecified)
-7	O=C1C2C3C=CC(C2C(=O)N1c1ccc(F)cc1)C1C(=O)N(c2ccc(F)cc2)C(=O)C31 (stereo unspecified)
4	O=C(Nc1nnc(C=Cc2ccccc2)s1)c1ccccc1Cl
-5	Cc1ccc(NC(=O)c2cc3n(n2)C(C(F)(F)F)CC(c2ccc4c(c2)OCO4)N3)cc1C (stereo unspecified)
-3	CCOC(=O)N1CCC2(CC1)C(C(=O)C13CC4CC(CC(C4)C1)C3)C2(C#N)C#N (stereo unspecified)
-5	COc1ccc(-c2cc(C(=O)OCC(=O)c3ccc(F)cc3)c3cccc(Cl)c3n2)cc1

Looked up by compound from above:
14-3-3g Raf	compound
7	CC12CC(NC(=O)N1c1ccc(Br)cc1)c1ccccc1O2 (stereo unspecified)
-9	CCOc1ccccc1C1C(C(=O)Nc2ccc(OC)cc2)=C(C)Nc2ncnn21 (stereo unspecified)
4	O=C1c2cccc([N+](=O)[O-])c2C(=O)N1c1ccccn1

(cont.)
14-3-3g Raf	compound
7	CC(C)Cn1c(CN(C)Cc2ccccc2)nc2c1c(=O)n(C)c(=O)n2C
-4	CCCOc1ccc(-c2nn(-c3ccccc3)cc2C2NC(=O)NC(C)=C2C(=O)OC)cc1C (stereo unspecified)
-1	COc1ccccc1NC(=O)CC(=O)CSc1nnc(-c2ccc(C)cc2)n1C
-3	Cc1ccc(Cn2c(=O)n(-c3ccc(F)cc3)c(=O)c3sccc32)c(C)c1
-3	Cc1ccc(C)c(NC(=O)C(=O)NCCCN2CCOCC2)c1
